# MPTP block: inhibitors of mitochondrial permeability transition pore; inhibition, % at 10 µM; isolated mouse mitochondria, Ca2+ swelling absorbance, 30 min; 360,000 tested, 1.4% active; AID 602449;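 active = inhibition of 50% or more, scaled per plate between neutral and stimulator controls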;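 also: 0% = DMSO wells given calcium and 100% = 1 mM EGTA wells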
# CXCR6 block: blocks human CXCR6 beta-arrestin recruitment. 360,000 tested, 0.36% active. inhibition, % at 20 µM. CHO-K1 PathHunter CXCR6 beta-arrestin, luminescence. AID 602244; in the data active = inhibition above about 34%, passing the limit was not always enough;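 also: antagonist mode with CXCL16 agonist at 10 nM final; 0% = 10 nM CXCL16 with DMSO and 100% = unstimulated wells without agonist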
# APOBEC3G inh: blocks human APOBEC3G single-stranded DNA deamination; Q9HC16; 330,000 tested, 0.28% active; AID 493012; inhibition, % at 20 µM; recombinant A3G, ssDNA deamination FAM/TAMRA fluorescence;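 active = inhibition of at least 40% at 20 µM, with no more than 30% in the related APOBEC3A deaminase screen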;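 also: plate controls were DMSO wells with A3G for no effect and wells lacking A3G enzyme for full effect; some compounds called inactive have numbers as strong as hits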
# Target sequence (Q9HC16 whole entry, looked up): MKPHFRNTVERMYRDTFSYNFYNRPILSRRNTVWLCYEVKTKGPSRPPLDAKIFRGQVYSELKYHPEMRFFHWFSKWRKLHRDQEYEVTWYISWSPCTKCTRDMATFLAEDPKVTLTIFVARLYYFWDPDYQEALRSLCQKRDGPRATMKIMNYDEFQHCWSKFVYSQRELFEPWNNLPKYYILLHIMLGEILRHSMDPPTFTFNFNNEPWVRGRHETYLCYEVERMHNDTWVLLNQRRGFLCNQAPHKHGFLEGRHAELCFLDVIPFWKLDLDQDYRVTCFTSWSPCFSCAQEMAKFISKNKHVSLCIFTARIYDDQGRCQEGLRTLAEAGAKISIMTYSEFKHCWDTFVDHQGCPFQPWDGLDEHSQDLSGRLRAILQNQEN
# CCR6 antag: antagonists of human CCR6 receptor. P51684. 340,000 tested, 0.49% active. inhibition, % at 20 µM. CHO-K1 CCR6 PathHunter beta-arrestin, luminescence, CCL20-stimulated;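 active = compounds whose inhibition of the agonist-driven luminescence signal at 20 µM reaches about 50%, limit read from the data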;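 also: cells stimulated with CCL20 at 14 nM final; plate controls were DMSO with CCL20 for no effect and DMSO without agonist for full effect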
# A3A deaminase: inhibitors of human APOBEC3A DNA deaminase. P31941. recombinant A3A, FAM/TAMRA ssDNA deamination fluorescence. AID 493011. inhibition, % at 20 µM. 330,000 tested, 0.41% active;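 active = at least 40% inhibition at 20 µM here, with at most 30% in a related deaminase screen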;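 also: plate controls were A3A with DMSO for no effect and wells lacking A3A enzyme for full effect; some results filed as inactive read as strong as hits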
# Target sequence (P31941 whole entry, looked up): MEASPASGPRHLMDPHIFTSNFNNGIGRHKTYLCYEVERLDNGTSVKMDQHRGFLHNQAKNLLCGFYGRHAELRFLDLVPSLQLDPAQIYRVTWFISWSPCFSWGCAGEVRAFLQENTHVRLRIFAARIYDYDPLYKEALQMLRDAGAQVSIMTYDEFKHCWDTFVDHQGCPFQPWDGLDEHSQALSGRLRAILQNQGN
# EBI2 block: EBI2 (human) antagonism | EBI2 beta-arrestin recruitment, luminescence, 7a,25-OHC stimulated | inhibition, % at 5 µM | 360,000 tested, 0.81% active | AID 651636; in the data active = inhibition above about 38%;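 also: enzyme fragment complementation signal reports receptor beta-arrestin coupling in cells; 0% = agonist plus DMSO wells and 100% = wells without agonist; some results beyond the cut were filed as inactive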
# Target sequence (P32249 whole entry, looked up, the tested form may be a part): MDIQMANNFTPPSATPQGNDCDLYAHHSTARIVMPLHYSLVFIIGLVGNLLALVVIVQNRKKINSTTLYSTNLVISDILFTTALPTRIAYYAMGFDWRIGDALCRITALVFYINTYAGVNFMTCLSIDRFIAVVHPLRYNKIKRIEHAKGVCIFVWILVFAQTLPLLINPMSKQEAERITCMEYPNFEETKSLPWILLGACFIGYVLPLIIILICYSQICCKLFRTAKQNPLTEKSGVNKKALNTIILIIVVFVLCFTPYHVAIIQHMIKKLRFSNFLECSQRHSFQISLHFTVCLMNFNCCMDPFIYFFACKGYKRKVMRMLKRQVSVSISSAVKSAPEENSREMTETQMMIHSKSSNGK
# NR3A LBD binder: modulates the human NR3A ligand-binding domain; Tm shift relative to glycine control, % at 25 µM; 340,000 tested, 2.5% active; AID 1259313; NR3A LBD differential scanning fluorimetry, Tm shift; 0% = protein alone, 100% = glycine-bound protein;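 active = melting temperature shift of at least 10% of the positive control shift, at one fixed dose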
# Gli-Sufu antag: Gli-Sufu pathway antagonism | Sufu-KO-LIGHT fibroblasts, Gli luciferase reporter luminescence | inhibition, % at 5 µM | 340,000 tested, 0.74% active | AID 588413;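 active = inhibition above about 55%, limit read from the data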;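 also: 0% = DMSO-treated cells and 100% = wells with medium but no cells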
# * hit, by the source's call; . = not tested or not shown. No enrichment for hits. About 5.8% of those tested had a hit in this group.
SMILES,MPTP block,CXCR6 block,APOBEC3G inh,CCR6 antag,A3A deaminase,EBI2 block,NR3A LBD binder,Gli-Sufu antag
O=C(c1ccco1)N1CCN(C(=O)c2ccccc2Oc2ccccc2)CC1,0.0,0,-8,3,-6,1,-1,5
COc1cccc(NC(=O)CN(C)C(=O)c2cccnc2Nc2cccc(C(F)(F)F)c2)c1,1.6,-10,-4,-8,-1,1,35*,-1
CCC(=O)NNc1nc2c(F)cc(F)cc2s1,-2.2,0,1,6,-1,-8,1,-2
O=C1C2C3C=CC(C3)C2C(=O)N1c1ccc(Cc2ccncc2)cc1 (centres undefined),0.7,-9,-3,2,-3,-2,0,-3
CN(C(=O)CSc1ncnc2sccc12)C1CCCCC1,0.4,1,-11,10,-2,16,0,-72
COc1ccc(NC2CCCN(C(=O)c3ccc(OC)cc3OC)C2)cc1 (centres undefined),0.2,30,-3,1,-1,1,1,29
Cc1ccc(C)c(C(=O)Cn2ncc(Cl)c(Cl)c2=O)c1,-0.9,10,-2,0,3,24,0,30
CC(C)N1CCC(N2CCN(Cc3nc4ccccc4s3)CC2CCO)CC1 (centres undefined),1.5,8,-7,3,1,-8,0,-10
c1ccc(CN2CCN(CCCNc3ccc4nnc(-c5ccccc5)n4n3)CC2)cc1,-2.7,1,-16,4,-4,1,-2,6
C=CC[C@@H](CC(=O)N(CCO)Cc1ccccc1)C(=O)N[C@@H](COC(=O)[C@@H](CC=C)Cc1ccc(F)cc1)Cc1c[nH]c2ccccc12,1.2,24,-6,5,0,7,4,16
COC(=O)c1sccc1NC(=O)Nc1cccc(OC)c1,1.5,6,-3,3,-4,3,-1,7
Cc1ccc(C(=O)Nc2ccc(N3CCN(C(=O)c4ccco4)CC3)cc2)cc1,-1.9,0,-6,-2,-1,-3,-2,-2
O=C(Nc1ccc(F)c(F)c1)c1ccco1,0.2,13,-7,19,0,5,-4,-5
C=CCOc1ccc(C[C@H](N)C(=O)NC[C@H]2O[C@@H](n3cnc4c(N)ncnc43)[C@H](O)[C@@H]2O)cc1,-0.9,-3,6,18,0,-6,2,21
CCOC(=O)Cc1csc(NC(=O)Cn2c(=O)oc3ccccc32)n1,0.4,-4,-4,15,-3,-10,0,-18
CC(Oc1ccc(Br)cc1)C(=O)NC1CCCCCC1 (centres undefined),0.4,0,-5,16,-1,30,-1,-13
O=CN1CCN(C(=O)c2cc3cc(Cl)ccc3[nH]2)CC1,1.5,-4,-11,-7,-4,59*,0,24
C/C(=N/NC(N)=S)c1ccc(Br)s1,0.7,4,-8,26,-5,4,-3,24
Cc1nc2ccc(NC(=O)c3cc(S(=O)(=O)N(C)c4ccccc4)ccc3Cl)cc2s1,107*,-7,.,4,.,0,-1,75*
CCCCN=C1CC(C)(C)CC(=O)/C1=C(/O)CCCN1C(=O)c2ccccc2C1=O,6.0,-5,-4,-5,0,1,0,-16
Cc1cccc(N2CCN(C(=O)C3CCN(S(=O)(=O)c4cccc5cccnc45)CC3)CC2C)c1 (centres undefined),-1.5,1,1,0,3,-12,-2,0
Cc1cc2nc(C)n(CCCNC(=O)Nc3ccc(F)cc3)c2cc1C,1.2,1,-2,0,2,10,-10,15
Cc1cccc(C(=O)N2CCN(c3ccccn3)CC2)c1,-1.2,6,-10,4,-3,-6,-2,0
CCOC(=O)C1=C(CN2CCN(C(=O)c3ccco3)CC2)NC(=O)NC1c1ccc(OC(C)C)cc1 (centres undefined),-1.3,0,2,0,-1,-5,0,-6
Cc1ccc(CNC(=O)C2CCCN2S(=O)(=O)c2ccc3c(c2)C(C)(C)C(=O)N3C)cc1 (centres undefined),-1.8,4,0,21,2,-4,0,1

# Ordered by value in NR3A LBD binder (largest number first): three from the list above
SMILES | MPTP block | CXCR6 block | APOBEC3G inh | CCR6 antag | A3A deaminase | EBI2 block | NR3A LBD binder
C=CC[C@@H](CC(=O)N(CCO)Cc1ccccc1)C(=O)N[C@@H](COC(=O)[C@@H](CC=C)Cc1ccc(F)cc1)Cc1c[nH]c2ccccc12 | 1.2 | 24 | -6 | 5 | 0 | 7 | 4
O=C(c1ccco1)N1CCN(C(=O)c2ccccc2Oc2ccccc2)CC1 | 0.0 | 0 | -8 | 3 | -6 | 1 | -1
c1ccc(CN2CCN(CCCNc3ccc4nnc(-c5ccccc5)n4n3)CC2)cc1 | -2.7 | 1 | -16 | 4 | -4 | 1 | -2

# (list continues)
SMILES,MPTP block,CXCR6 block,APOBEC3G inh,CCR6 antag,A3A deaminase,EBI2 block,NR3A LBD binder,Gli-Sufu antag
COC(=O)c1ccc(CN=C(NS(=O)(=O)c2ccccc2)c2ccccc2)cc1,0.8,4,-4,6,1,-10,2,-7
Cc1nn(CC(=O)NCCCN2CCN(C)CC2)c(=O)c2cc(-c3ccccc3)nn12,-1.1,1,1,-1,-4,4,4,-7
Cc1ccc(C)c(NC(=O)CSc2nc3c(oc4ccccc43)c(=O)n2-c2ccccc2)c1,1.7,-2,0,-10,0,29,0,12
Cc1ccc(CC(NC(=O)c2ccccc2)C(=O)N2CCCC2C(=O)O)cc1 (centres undefined),-1.2,-5,-5,1,1,4,-1,2
COc1cccc(CCNC(=O)c2cccc(NC(=O)C3=C(C)OCCS3)c2)c1,-0.9,2,-5,6,-11,11,1,6
CCn1c(CNC(=O)c2cccc(C)c2)nnc1SCC(=O)NC1CCCC1,0.4,2,-3,-11,0,-8,1,27
Cc1nc(SCC(=O)NCc2ccccc2)c2oc3ccccc3c2n1,3.5,3,-2,-18,4,-11,0,4
Cc1cc(C)c(OCC(=O)N(C)CC(=O)Nc2ccc(N3CCOCC3)cc2)c(C)c1,-0.3,-9,3,1,0,0,0,-15
CCOCCCNC(=O)c1ccc(OC)cc1,-0.8,-16,-2,-11,1,-5,5,-16
CCn1cc(/C=C(\NC(=O)c2ccccc2Cl)C(=O)N2CCN(C)CC2)c2ccccc21,-0.4,2,11,11,-3,-7,-1,25
COC(=O)c1[nH]c2ccccc2c1NC(=O)CCN1CCSCC1,0.5,-4,-5,9,-4,-1,2,9
COc1ccc(-c2csc(Nc3ccc(C)cn3)n2)cc1,10,3,-5,-19,-4,8,16*,-53
CCC(=O)N1CCc2cc(S(=O)(=O)CCC(=O)NCc3cccs3)ccc21,-0.7,0,-4,3,-1,-7,0,3
CSCCC(NS(=O)(=O)c1ccc(Cl)cc1)C(=O)OCC(=O)c1c(C)[nH]c2ccccc12 (centres undefined),6.3,-3,-8,-11,-6,5,17*,6
C[C@]12CCC(O)CC1CCC1C2CC[C@]2(C)C(c3cc(C(F)(F)F)n[nH]3)CCC12 (some centres undefined),-2.8,-14,2,-53,6,-107,24*,47
Cc1ccc(OCC(=O)N2N=C(c3ccncc3)CC2(O)C(F)(F)F)cc1C (centres undefined),1.4,0,2,2,24,3,-6,39
COc1ccccc1NS(=O)(=O)c1cccc(NS(=O)(=O)c2cc(C(=O)O)ccc2OC)c1,-0.7,1,-7,6,-2,-8,0,-4
CC(=O)c1cccc(NC(=O)N2CCCC2C(=O)Nc2cccc(C)c2C)c1 (centres undefined),2.2,-2,0,-12,1,0,1,-3
O=C(N/N=C/c1cn(Cc2ccccc2)c2ccccc12)c1cccnc1,31,-7,-6,20,-2,-2,-13,27
O=[N+]([O-])c1ccccc1Nc1ccccc1[N+](=O)[O-],-0.8,1,.,22,.,1,3,2
O=C(NCc1ccc2c(c1)OCO2)C1CCCN1C(=O)Nc1cccc(Cl)c1 (centres undefined),0.1,-6,-3,-9,-4,-21,2,3
COc1ccc(C(OCC(O)CNC(C)c2ccccc2)c2ccc(OC)cc2)cc1 (centres undefined),97*,11,-9,18,1,9,-1,25
COc1ccc(Nc2oc(-c3cccs3)nc2C#N)cc1,0.6,-5,-2,14,-5,-1,-13,-73
O=C(O)COc1ccc(NC(=O)c2cccs2)cc1,-1.0,-4,-8,-2,-4,-5,-1,5
CCOC(=O)c1c(-c2ccccc2)oc2ccc(OC)cc12,4.5,-2,-2,8,0,-1,2,1

# Other compounds:
SMILES,MPTP block,CXCR6 block,APOBEC3G inh,CCR6 antag,A3A deaminase,EBI2 block,NR3A LBD binder,Gli-Sufu antag
O=C1CCC(C(=O)Nc2cccc(Oc3ccccc3)c2)=NN1,-1.4,2,-6,2,4,-7,0,-2
CN(c1cccc(NC(=O)CN(c2ccc(Cl)c(Cl)c2)S(=O)(=O)c2ccccc2)c1)S(C)(=O)=O,19,-14,-10,11,-3,17,8,2
CS(=O)(=O)c1ccc(C2=C(c3ccccc3)C(=O)OC2)cc1,-1.8,-2,-8,8,1,2,1,-2
CCO[C@@H]1OC(C(=O)NCc2ccccc2)=C[C@H](c2ccccc2)[C@H]1CCCO,-0.5,2,-8,14,-3,4,0,8
CCCCn1c(/C=N/Nc2nc3ccccc3[nH]2)nc2ccccc21,100*,-4,3,13,1,25,-5,3
COc1ccc(C(=O)Nc2ccccc2C(=O)N2CCCCCC2)cc1,-1.1,1,0,11,-2,-8,2,2
O=Cc1c[nH]c2ncccc12,0.8,0,-6,-4,-1,1,3,2
CC(C)Cc1ccc(C(C)C(=O)Nc2cccnc2)cc1 (centres undefined),85*,0,-8,9,-1,-6,1,66*
CCN(Cc1ccccc1)C1CCN(Cc2ccccc2)CC1,0.3,7,-1,12,-2,9,0,11
CC1CCCN(C(=O)c2ccc(CNc3c(N4CCCCC4)c(=O)c3=O)cc2)C1 (centres undefined),-1.7,4,-5,-6,-1,-9,-2,4
Cc1ccc2c(C)c(C(=O)N3CCC(N4CCC(C(=O)NC5CC5)CC4)CC3)oc2c1,1.0,-5,0,2,-9,13,-1,9
O=c1[nH]c(C2CCN(S(=O)(=O)c3ccc(S(=O)(=O)NC4CC4)cc3)CC2)nc2c1nnn2Cc1ccc(F)cc1,1.2,-1,-5,13,3,1,10*,-5
O=C1NCCCc2c1no[n+]2[O-],-1.5,9,-1,-11,-1,4,11*,-4
Cc1cc(C)cc(OC2CCCCC2NS(=O)(=O)c2ccccc2)c1 (centres undefined),8.7,8,-5,13,-1,8,-9,9
NS(=O)(=O)c1ccc(CNS(=O)(=O)c2cc(Cl)ccc2Cl)cc1,0.5,-10,-5,12,-5,-8,-1,-3
FC(F)Oc1ccc(-c2c[n+]3c(n2-c2ccccc2)CCCCC3)cc1,2.4,-4,-6,12,0,-6,1,60*
COc1ccc(-c2cn3c(C)c(C(=O)N4CCN(c5ccc(F)cc5)CC4)sc3n2)cc1,-1.2,0,-4,-1,-3,4,0,-10
CC(=O)[C@H]1CC[C@H]2[C@@H]3CC=C4C[C@@H](OS(=O)(=O)O)CC[C@]4(C)[C@H]3CC[C@]12C,-0.8,-2,.,13,.,6,-37,21
CC1CCCCN1C(=O)CSCC(=O)Nc1nc(-c2cccs2)cs1 (centres undefined),21,-12,-8,17,-2,-5,-2,-12
CCCNC(=O)c1onc(CSc2nc3ccccc3[nH]2)c1C(=O)NCCC,0.6,0,-11,4,-2,3,0,8
COc1ccc(C2=[N+]([O-])C(C)(C)N(O)C2C)cc1 (centres undefined),-0.2,-3,-1,-8,0,-6,1,-9
CCOC(=O)Cn1cc(C#N)c(=O)[nH]c1=O,1.4,-18,0,-11,2,-4,-1,9
CCCC(CCC)C(=O)Nc1ccc2c(c1)N(C(=O)CCN1CCN(C)CC1)c1ccccc1CC2,-1.4,7,21,13,-4,5,-1,21
CN(C)/C=C(/C#N)C(=O)c1cccc(Oc2ccc(C(C)(C)C)cc2)c1,10,-10,1,8,3,5,-14,-12
CC(=O)Oc1ccc(-c2cccc(C(=O)NCC(=O)O)c2)cc1,-1.2,-5,-11,10,-1,-5,2,2
COc1ccc(C2CC(c3ccc(Cl)cc3)=NN2C(C)=O)cc1 (centres undefined),0.5,9,7,9,-6,14,-1,-22

# Marked active in EBI2 block, of those listed so far:
SMILES,MPTP block,CXCR6 block,APOBEC3G inh,CCR6 antag,A3A deaminase,EBI2 block,NR3A LBD binder
O=CN1CCN(C(=O)c2cc3cc(Cl)ccc3[nH]2)CC1,1.5,-4,-11,-7,-4,59*,0

# A few values from above:
# CC1CCCCN1C(=O)CSCC(=O)Nc1nc(-c2cccs2)cs1 (centres undefined) | CCR6 antag = 17
# Cc1cc(C)cc(OC2CCCCC2NS(=O)(=O)c2ccccc2)c1 (centres undefined) | EBI2 block = 8
